# Source: PubChem BioAssay
# S100A4 MyoIIA: inhibitors of S100A4-myosin IIA peptide binding, primary screen, biochemical, fluorescence polarization, TAMRA-MyoIIA peptide | inhibition, % at 10.7 µM | AID 652163, 2013 | 360,000 tested, 0.14% active;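 active = mean inhibition of at least 70% across replicates, with every replicate also reaching that level; inconclusive = mean inhibition reaches 70% but some replicates fall short; inactive = mean inhibition below 70%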
#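 Compound dosing: one dose per compound; test system: human S100A4 monomer with TAMRA-labelled myosin IIA peptide; probe or stimulus: TAMRA-labelled myosin IIA heavy-chain peptide probe, 5 nM; medium: HEPES buffer with Ca2+, pH 7.2; schedule: 5 min incubation before reading; benchmarks: neutral control DMSO, positive control TFP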
# esBAF inh: Bmi1 luciferase reporter increase in mESCs, primary screen, esBAF inhibitor project, mouse ES cells, Bmi1 luciferase knock-in, single point. 350,000 tested, 2% active. reporter increase, % at 12.5 µM. AID 602393, 2012. 24 h; 100% = twice the neutral-well signal; in the data active = activation above about 40%; inconclusive = no clear call, values can overlap the other calls;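 also: 0% = median of the plate's neutral control wells and 100% = double that signal; a rise in the Bmi1 reporter signal indicates esBAF inhibition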
# RAD52 inh: RAD52 DNA annealing inhibitors, primary screen, biochemical, FRET, single point, set 2; DNA repair protein RAD52 homolog (Homo sapiens), P43351; recombinant RAD52 DNA annealing, FRET fluorescence; inhibition, % at 18.7 µM; 360,000 tested, 0.46% active;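 active = every replicate showing at least 50% inhibition; inconclusive = mean inhibition at least 50% but not in every replicate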
# Target sequence (P43351 whole entry, looked up): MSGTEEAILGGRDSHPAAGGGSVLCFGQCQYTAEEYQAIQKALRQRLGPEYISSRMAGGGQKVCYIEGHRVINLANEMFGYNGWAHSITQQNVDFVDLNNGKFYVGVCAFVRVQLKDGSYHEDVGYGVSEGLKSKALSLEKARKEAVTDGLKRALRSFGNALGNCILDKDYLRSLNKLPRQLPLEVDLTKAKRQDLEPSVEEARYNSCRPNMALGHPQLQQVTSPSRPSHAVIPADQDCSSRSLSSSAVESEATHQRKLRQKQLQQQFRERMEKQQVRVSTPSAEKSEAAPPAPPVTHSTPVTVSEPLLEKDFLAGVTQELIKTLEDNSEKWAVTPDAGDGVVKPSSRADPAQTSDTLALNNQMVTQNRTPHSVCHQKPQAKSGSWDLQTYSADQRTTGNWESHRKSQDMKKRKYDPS
# RAD54 branch: inhibitors of human RAD54 branch migration, primary screen, biochemical, fluorescence, single point; RAD54 Holliday junction branch migration, FAM/BHQ fluorescence; inhibition, % at 10.4 µM; 360,000 tested, 0.14% active; AID 602329, 2012;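 active = mean normalized replicate activity at least 40 and at least half of replicates scoring 40 or more; inconclusive = only one of the two criteria met; inactive = mean below 40 and under half of replicates reaching 40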;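 also: 0% = median of neutral control wells and 100% = median of positive control wells; inhibitors cause a drop in the FAM fluorescence signal; in these data hits start at about 50%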
# E-selectin induc: E-selectin induction in HUVECs, primary screen, imaging, HUVEC, immunofluorescence imaging, single point. P16581. normalized: neutral wells 0, TNF-alpha wells 100. activation, % at 7.58 µM. 260,000 tested, 0.37% active;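 active = mean E-selectin-positive cell signal at least 10% of the positive control, reached in at least 60% of replicates, without over 20% cell loss; inconclusive = no rule given, readout overlaps actives, possibly toxicity-flagged; inactive = the rest, including those meeting only one limit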;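 also: in these data hits start at about 27%; measured in HUVEC primary endothelial cells; signal is the percent of cells scored E-selectin positive by PE staining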
# Target sequence (P16581 whole entry, looked up): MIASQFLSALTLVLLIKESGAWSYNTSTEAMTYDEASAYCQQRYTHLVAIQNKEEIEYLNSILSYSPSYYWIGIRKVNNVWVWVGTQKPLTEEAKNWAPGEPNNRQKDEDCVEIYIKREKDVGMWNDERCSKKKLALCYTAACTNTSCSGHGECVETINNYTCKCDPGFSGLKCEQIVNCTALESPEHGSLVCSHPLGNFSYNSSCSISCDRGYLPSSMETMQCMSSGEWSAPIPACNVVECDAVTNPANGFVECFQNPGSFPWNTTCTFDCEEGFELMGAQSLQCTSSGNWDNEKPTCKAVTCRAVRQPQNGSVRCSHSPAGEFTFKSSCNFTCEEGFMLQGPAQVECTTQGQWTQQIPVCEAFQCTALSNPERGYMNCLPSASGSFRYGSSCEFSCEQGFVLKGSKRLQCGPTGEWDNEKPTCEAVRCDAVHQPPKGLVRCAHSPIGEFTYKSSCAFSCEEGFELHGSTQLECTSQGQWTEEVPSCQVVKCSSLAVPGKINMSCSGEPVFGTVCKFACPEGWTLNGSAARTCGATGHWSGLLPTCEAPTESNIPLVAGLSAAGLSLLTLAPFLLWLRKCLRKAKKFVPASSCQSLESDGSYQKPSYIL
#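 Assay system: HUVEC primary endothelial cells. Input: 3,000 HUVEC seeded per well. Doses: one compound dose added by pin transfer. Read-out basis: % PE-positive cells. Benchmarks: TNF-alpha high, DMSO low. Detection: immunofluorescence imaging. Buffer or medium: EGM-2, gelatin.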
# ERAP1 HTS inh: human ERAP1 aminopeptidase inhibitors, primary screen, biochemical, single point, plate reader; Endoplasmic reticulum aminopeptidase 1 (Homo sapiens), Q9NZ08; recombinant ERAP1, Leu-AMC fluorescence, 60 min; inhibition, % at 10.7 µM; 340,000 tested, 0.15% active; AID 652197, 2013;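 active = mean replicate inhibition of at least 30%, or all replicates individually reaching that 30% level; inactive = mean below 30% and not every replicate reaching it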;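 also: 0% = neutral control wells and 100% = L-leucinethiol positive control wells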
# XiGFP reactiv: activators of inactive X chromosome reactivation, primary screen, imaging, XiGFP fibroblasts, GFP high-content imaging, set 2; XiGFP mouse fibroblasts, % GFP-positive cells imaging, 3 d; cells co-treated with 5-aza-dC sensitizer; scaled so ellipticine positive control = 100%; 360,000 tested, 0.055% active; AID 743238, 2013; activation, % at 7.58 µM;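 active = mean normalized replicate activation at least 10% and every replicate at or above 10%; inconclusive = only one of the two criteria met; inactive = mean below 10% and not all replicates reach 10%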;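 also: 0% = median of on-plate neutral control wells and 100% = ellipticine 6 µM median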
#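 Schedule: 3 d treatment, 15 min room-temperature fixation; system: 68-5-11 XiGFP fibroblast line; buffer or medium: DMEM plus 5-aza-dC sensitizer; control set: ellipticine 6 µM positive control; compound: one concentration, pinned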
# ERp5 block: inhibitors of ERp5-driven insulin aggregation, primary screen, biochemical, turbidity, absorbance 650 nm, single point; 90 min; Protein disulfide-isomerase A6 (Homo sapiens), Q15084; inhibition, % at 9.99 µM; 350,000 tested, 0.05% active;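 active = mean replicate inhibition above about 25%, with every replicate also reaching it, limit read from the data, passing the limit was not always enough; inconclusive = only one of those two criteria met; inactive = neither criterion met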
# * hit, by the source's call; ? = inconclusive; / = not tested or not shown.
Molecule	S100A4 MyoIIA	esBAF inh	RAD52 inh	RAD54 branch	E-selectin induc	ERAP1 HTS inh	XiGFP reactiv	ERp5 block
Cn1c(=O)c2cc(S(=O)(=O)NC(Cc3ccccc3)C(=O)NCc3ccco3)ccc2n(C)c1=O (configuration not stated)	9.4	1.9	-12.9	7.2	0.8	3.2	0.1	0.9
O=C(COc1ccc2ccc(=O)oc2c1)N1CC[C@@]2(O)CCCC[C@H]2C1	14.6	-0.1	-3.5	0.6	/	/	/	20.8
COC(=O)[C@]12CCCCC=C1N(Cc1ccc(Cl)cc1Cl)C(=O)[C@H](CC(=O)NCc1ccccc1)C2	-10.9	/	-16.0	/	0.0	-0.1	0.4	-7.2
C/C(=N/NC(=O)c1ccoc1C)c1ccc(NC(=O)c2ccncc2)cc1	0.2	23.4	-16.4	-2.8	/	0.4	0.2	6.7
O=C(C[C@H]1CC[C@@H](NC(=O)c2ccncc2)[C@H](CO)O1)Nc1ccc(-c2ccccc2)cc1	-6.9	/	-2.6	/	0.0	-4.8	0.2	0.9
CCOc1ccc(NS(=O)(=O)c2ccc(C(=O)N(C)CC(=O)Nc3ccccc3Br)cc2)cc1	16.3	3.0	-8.2	-4.0	-0.7	0.6	0.1	3.2
Cc1nc(SCC(=O)N2c3ccccc3NC(=O)CC2C)c2c(C)c(C)sc2n1 (configuration not stated)	-5.1	-1.7	-3.7	-5.8	-0.1	-8.2	0.2	-4.8
COc1ccc(N(CC(=O)NCc2ccc(C)cc2)S(=O)(=O)c2ccccc2[N+](=O)[O-])c(OC)c1	1.5	/	-13.8	/	/	3.6	0.1	5.9
COc1ccc(NC(=O)CCS(=O)(=O)c2ccc(Br)s2)cc1	-2.3	8.7	-6.3	-2.9	/	3.0	0.0	1.3
CCS(=O)(=O)N1CC2(C1)[C@H](c1ccccc1)[C@@H](CO)N2C(=O)c1ccccc1	8.3	/	-8.1	/	-0.2	0.4	0.1	1.5
COc1ccc(CNC(=O)c2c(-c3c(F)cccc3Cl)noc2C)cc1	-9.6	1.2	-3.7	14.7	0.3	-0.7	0.2	4.1
CCCC#Cc1ccc2c(c1)O[C@H](CN(C)S(=O)(=O)c1cccc(F)c1)[C@@H](C)CN([C@H](C)CO)S2(=O)=O	-11.1	1.6	-5.1	-2.2	-2.5	-2.6	-0.2	-1.0
C[C@@H]1CCCCO[C@H](CN(C)Cc2ccc(C(=O)O)cc2)[C@@H](C)CN([C@H](C)CO)C(=O)c2cc(NS(=O)(=O)c3cn(C)cn3)ccc2O1	/	-4.3	/	-5.5	0.1	/	0.1	/
NC(=O)C1CCN(Cc2nc3cc(C(F)(F)F)ccc3c(=O)[nH]2)CC1	-2.7	/	-12.6	-4.9	2.0	-0.6	0.0	-4.4
CCCC#Cc1ccc([C@H]2[C@@H](C#N)N(C(=O)C3CC3)[C@@H]2CO)cc1	-3.5	-3.3	-50.1	-0.2	-0.1	3.4	0.1	10.0
COc1ccc(OC)c2sc(N(CCN(C)C)C(=O)c3cc(Cl)sc3Cl)nc12	12.0	/	51.0*	/	/	-0.5	-0.1	?
CC(=O)NC[C@@H]1[C@@H](c2ccc(-c3cccnc3)cc2)[C@@H](CO)N1C(=O)C1CCC1	/	4.9	/	3.1	0.1	/	0.0	/
C[C@H]1CN([C@@H](C)CO)C(=O)c2cccc(NS(C)(=O)=O)c2O[C@H]1CN(C)Cc1ccc(C(=O)O)cc1	14.2	2.9	-12.7	13.3	/	0.7	-0.9	0.2
COc1cc(OC)cc(C(=O)NCC(C)NC(=O)c2cc(OC)cc(OC)c2)c1 (configuration not stated)	16.5	/	-14.7	/	14.0	2.1	0.1	4.8
Nc1ccc2nc(N)sc2c1	2.4	-0.2	-2.9	17.8	0.2	1.3	-0.2	-3.9
Cc1ccc(NC(=O)C(=O)NCCCN2CCCC2=O)c(C)c1	4.4	39.6	-1.2	-11.7	-4.4	-4.4	0.1	-0.1
O=[N+]([O-])c1cccc(C([O-])=C(C(=S)Nc2cccc3ccccc23)[n+]2ccccc2)c1	0.9	/	-5.6	/	0.4	-0.1	0.3	3.8
COc1cc(OC)c2c(-c3ccccc3)cc(=O)oc2c1C(CCN1CCCC(C)C1)c1ccc(N(C)C)cc1 (configuration not stated)	3.4	6.3	32.3	17.6	/	0.8	0.1	-6.5
CCN1C(=O)c2ccccc2S(=O)c2ccc(C(=O)N3CCOCC3)cc21 (configuration not stated)	-8.4	/	-7.3	/	/	-8.0	0.0	8.2
Cc1c(C)c2c(OCC(=O)N[C@@H](C(=O)O)c3ccccc3)cc3c(c2oc1=O)CCC(C)(C)O3	-6.3	-5.2	-7.9	-14.1	/	31.7*	/	-0.3
Cc1cccc(N=C2SC(C)CN2C(=O)CN2C(=O)NC3(CCCC3)C2=O)c1 (configuration not stated)	-3.2	24.1	-14.9	2.0	-0.5	1.8	0.4	1.0
COc1cccc(C(C(=O)NC(C)(C)C)N(CC(C)C)C(=O)CCC(=O)Nc2cc(C)on2)c1OC (configuration not stated)	0.1	/	-3.2	/	/	-0.1	0.1	5.0
C[C@H](CO)N1C[C@H](C)[C@H](CN(C)Cc2ccc(-c3ccccc3)cc2)Oc2ccc(NC(=O)Nc3ccc(C(F)(F)F)cc3)cc2C1=O	-6.2	3.9	-3.7	4.7	-0.2	1.2	-1.1	2.9
C[C@@H]1CN([C@H](C)CO)S(=O)(=O)c2ccc(C3=CCCC3)cc2O[C@H]1CN(C)C(=O)C1CCCCC1	7.0	-1.5	-3.8	3.1	-0.5	-1.9	-0.6	-5.1
CC(O)(c1cccc(F)c1)c1nc(/C=C/c2ccccc2)cs1 (configuration not stated)	-1.1	5.3	-15.8	2.9	-1.0	1.0	0.2	-0.5
Cc1ccc2c(CN3CCOCC3)cc(=O)oc2c1C	3.6	4.9	-4.6	11.9	/	3.0	0.0	6.9
COc1ccc(Br)cc1CNC(=O)Cn1nc(C)n2cccc2c1=O	-0.3	-4.3	-27.5	-11.8	/	-1.0	0.2	-6.8
CC(C)CC#Cc1ccc2c(c1)O[C@@H](CN(C)C(=O)Cc1cccnc1)[C@@H](C)CN([C@H](C)CO)S2(=O)=O	-0.1	-2.4	2.2	4.4	0.0	/	-0.5	-3.0
CCNc1nnc(CCn2nc(C)c(Br)c2C)s1	-2.7	/	-0.3	/	/	0.1	0.0	2.6
CC(C)[C@H](NC(=O)C1CCN(C(=O)[C@@H]2CCCN2)CC1)C(=O)NCc1ccc(F)cc1	8.5	1.8	-9.1	-9.2	/	2.2	/	-2.1
COc1cccc(-c2cnc3c(NC=O)cc(-c4ccoc4)cn23)c1	-5.0	-2.1	-28.7	-5.3	-0.1	1.0	0.5	3.9
CN(C[C@H]1[C@H](c2ccccc2)[C@@H](CO)N1CC1CC1)C(=O)c1cccc(F)c1	/	-1.0	/	-2.9	0.1	/	0.0	/
CC1(Oc2ccc(Cl)cc2)CCN(Cc2csc3ccccc23)C1 (configuration not stated)	-2.7	-2.6	-19.5	-1.1	0.1	0.2	-0.1	3.1
C[C@@H]1CN([C@@H](C)CO)C(=O)c2cc(NS(=O)(=O)c3ccc(Cl)cc3)ccc2O[C@@H](C)CCCCO[C@H]1CN(C)Cc1ccc(C(F)(F)F)cc1	14.8	-4.6	7.4	-0.5	-0.1	-0.5	-0.2	-1.6
CCN(C(=O)COC(=O)c1nc2nc(C)cc(C)n2n1)C1CCCCC1	0.4	2.0	-6.1	-8.9	-0.1	-0.2	0.0	-12.2
Cc1ccn2nc(C(=O)OCC(=O)N(CC(C)C)C3CCS(=O)(=O)C3)nc2n1 (configuration not stated)	-10.5	2.9	-17.7	7.4	/	1.2	-0.1	-0.3
CCOC(=O)c1cc2c(ccn2-c2ccc(F)cc2)n1CC(=O)N(CC)CC	0.6	/	-7.6	/	/	1.6	0.0	-1.4
COc1ccc(CCNC(=O)/C=C/c2cc(OC)c(OC)c(OC)c2)cc1OC	3.0	/	-1.5	/	/	-5.5	0.0	1.4
N#C/C(=C\c1ccc(N2CCOCC2)o1)c1ccccc1	-1.1	93.6*	-34.0	-22.5	/	8.7	/	-0.5
C[C@H](CO)N1C[C@H](C)[C@@H](CN(C)S(=O)(=O)c2ccc(Cl)cc2)Oc2c(NC(=O)NC3CCCCC3)cccc2C1=O	8.3	4.5	-2.6	-0.4	0.0	1.5	0.1	1.2
S=c1[nH]nc(-c2ccncc2)n1/N=C/c1cccc(Cl)c1	-14.0	/	-13.5	-18.9	-1.6	1.8	0.0	2.5
N#C[C@@H]1[C@H](c2ccccc2-c2ccc(F)cc2)[C@H](CO)N1C(=O)Cc1cccnc1	9.9	/	-14.0	/	-0.1	-2.1	0.0	8.5
N#C[C@@H]1[C@@H](c2ccccc2C2=CCCCC2)[C@@H](CO)N1C(=O)C1CCOCC1	12.0	/	-6.0	/	0.0	2.8	0.0	-1.6
C[C@H]1CN([C@@H](C)CO)S(=O)(=O)c2ccc(C#Cc3ccccc3)cc2O[C@H]1CN(C)CC1CC1	-4.2	-2.6	0.2	12.6	0.5	-3.5	-0.6	1.6
Cc1ccc(C(=O)Nc2ccc3c4c(cccc24)CC3)cc1[N+](=O)[O-]	-8.8	/	-8.4	/	-2.6	4.2	-0.6	-1.0
COCc1cc(CN(C)C(=O)C2CCC(=O)N(Cc3cccc(OC)c3)C2)[nH]n1 (configuration not stated)	13.5	-1.4	-11.2	-0.7	/	-4.9	0.0	1.2
CSC[C@H]1CN(Cc2cccnc2)C(=O)[C@@H]1CC(=O)Nc1ccc(Br)cc1	-1.2	-2.8	-2.1	-12.9	0.0	-0.1	0.2	3.1
c1ccc(-c2ccc(SCc3cccnc3)nn2)nc1	-4.9	/	-19.4	/	5.2	-3.8	-0.1	5.3
CCOC(=O)C1=CN(Cc2cccc(F)c2)S(=O)(=O)N(CC)C1c1ccc2ccccc2c1 (configuration not stated)	-4.5	-3.3	0.4	-3.6	0.5	-0.6	0.3	1.8
Cc1ccc(Nc2nnc(SCC(=O)NCC3CCCO3)s2)cc1 (configuration not stated)	3.4	-3.3	-4.3	-7.5	/	1.5	0.1	-1.4
COc1ccc(-c2sc(Nc3ccccc3)n[n+]2-c2ccccc2)cc1Br	4.1	-3.1	-34.3	-8.0	-0.1	-0.3	0.4	-0.2

# Hits appear at their usual frequency; about 2.5% have a hit in one of these screens.
